SSB-PriA inh: K. pneumoniae PriA-SSBct interaction inhibition; AlphaScreen SSBct-PriA binding, biotinylated peptide; inhibition, % at 33 µM; actives 0.6% (n = 430,000); in the data active = inhibition mostly above about 37%, no sharp cut-off; inactive = mostly below about 20%;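 note: plate controls were negative control peptide for no effect and reference peptide for full effect; strong numbers were not always called active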
* hit, by the source's call; & = joins results of further samples. Some of the compounds tested. The share of hits here may be higher or lower than overall.

mol | SSB-PriA inh
Cc1ccc(S(=O)(=O)NNC(=O)C23CC4CC(CC(C4)C2)C3)cc1 | -7.0
CC(C)Cc1nn2c(N)c(C=C3C=Nc4ccccc43)c(=O)nc2s1 | -2.2
OC(COc1ccc(Cl)cc1Cl)CN(Cc1ccccc1)c1ccccc1 (stereo not drawn) | -19.0&-4.0
O=C(NCC(=O)N1CCc2cnc(N3CCOCC3)nc2C1)c1ccccc1 | -4.0
Cc1nc2ccc(NC(=O)Cc3ccc(F)cc3)cc2c(=O)n1-c1ccccc1 | 5.0
Cc1ccccc1NC1=CC(=NS(=O)(=O)c2ccc(C(=O)O)cc2)c2ccccc2C1=O | 17.0
CCn1nc(C(=O)NCc2ccccn2)ccc1=O | -3.0
CS(=O)(=O)c1ccc2nc(NC(=O)CSc3ccccc3)sc2c1 | -7.0
O=C(C1=C(O)C(=O)N(CCCN2CCOCC2)C1c1ccco1)c1cccs1 (stereo not drawn) | 17.0
CCOC(=O)c1cccc(NC(=O)CSc2nnc3c4cc(-c5ccc(F)cc5)nn4ccn23)c1 | 3.0
O=S(=O)(NCC[C@H](O)c1cc2ccccc2o1)c1cccnc1 | -14.0
Cc1cc(NC(=O)C2CN(S(C)(=O)=O)C2)ccc1Br | 5.0
Cc1ccc(NN=C(C#N)C(=N)N2CCCCCC2)cc1 | -7.6
O=C(NCC1(O)CCOc2ccccc21)Nc1cccs1 (stereo not drawn) | -3.0
COc1ccc2nc(-c3ccc(OC)c(NS(=O)(=O)c4ccccc4F)c3)cn2n1 | -15.0&-3.0
CC(=O)Nc1ccc(S(=O)(=O)Nc2ccc3c(c2)CN(C(=O)C(C)C)CC3)c(C)c1 | -2.0
NC(=O)CSc1nccc(-c2ccccc2)n1 | -4.0
Cc1cc(C(=O)N2CCC(Oc3nc4c(Cl)cccc4s3)CC2)c(C)o1 | 2.0
C=CCNC(=O)c1c(N)n(CCc2ccc(F)cc2)c2nc3ccccc3nc12 | -4.0
COc1cccc(C(=O)Nc2nnc(-c3ccccc3SC)o2)c1OC | -22.0
COc1cccc(C(=O)Nc2ccc3ncsc3c2)c1OC | -8.0
O=C(NCCN1CCOCC1)C(=O)NCC(c1ccco1)S(=O)(=O)c1ccc(F)cc1 (stereo not drawn) | -14.0
O=C(NCC1CCN(Cc2ccccc2)CC1)C(=O)NC1CCCCC1 | -10.0&-3.0
Cc1cc(=O)[nH]c(SCC(=O)O)n1 | 4.0
Cc1cccc(-n2ncc3c(=O)n(CC(=O)N4CCc5ccccc54)cnc32)c1C | -2.0
CCc1nnc(NC(=O)c2cc(-c3cccc(C(F)(F)F)c3)oc2C)s1 | -36.0
Cn1ccc(C(=O)N=c2sc3cc4c(cc3n2C)OCCO4)n1 | 8.0
Cc1cc(C)c(S(=O)(=O)Nc2cc(Cl)ccc2O)cc1C | -4.0
CN1CCN(c2ncc(NC(=O)c3ccncc3)cn2)CC1 | -3.0
O=C(CCN1CCOCC1)N1N=C(c2ccccc2)CC1c1cccc([N+](=O)[O-])c1 (stereo not drawn) | 8.0
CNC(=O)c1ccsc1NC(=O)c1ccn(C)n1 | -8.0
COC(CNC(=O)c1ccccc1C(F)(F)F)c1ccc(C)s1 (stereo not drawn) | -9.0
Cc1ccc(NC(=O)Nc2cnc(N3CCN(c4ccccn4)CC3)nc2)cc1Cl | -9.0
CCOc1ccc(Cl)cc1C=NNC(=O)CNC(=O)c1ccccc1 | -17.3
O=C(CN1CC(c2nc(C3CC3)no2)C1)c1ccccc1 | 0.0
Cc1nnc(NC(=O)c2ccc(COc3cccc4c3OC(C)(C)C4)cc2)s1 | -3.0
CC(=O)C(N=Nc1ccc(SC(F)F)cc1)=C(C)O | -8.3
CCOC(=O)c1sc(NC(=O)CSc2ncc(-c3ccccc3)n2C)nc1C | -8.0&8.0
CCC(NS(=O)(=O)c1ccc(C)cc1)C(=O)OC (stereo not drawn) | -11.0
O=C(Cc1ccsc1)N1CCN(c2ccc(-n3cncn3)nn2)CC1 | -12.0
Cc1ccccc1NC(=O)Cn1ccn2nc3c(c2c1=O)CCCC3 | -15.0
Cc1cc(Nc2ccccc2)nc(Nc2ccc(NC(=O)c3ccc(Br)o3)cc2)n1 | -6.0
Cc1ccccc1NC(=O)NCCNc1ccc(-n2cccc2)nn1 | -8.0
CC(=O)Nc1ccc2nc(NC(=O)c3ccc(S(=O)(=O)N(C)CC4CCCO4)cc3)sc2c1 (stereo not drawn) | 11.0&2.0
CCOC(=O)Cn1ncccc1=O | -16.0
CC(=CC(=O)c1cccnc1)Nc1ccc(O)cc1 | -20.6
CCOc1cc(C)c(C(C)C)cc1S(=O)(=O)N1CCN=C1c1ccccc1 | -22.0
Cc1ccc(-c2cc3c(SCc4cccc(F)c4)nccn3n2)cc1C | -19.0
CCOC(=O)N1CCc2c(sc(NC(=O)CSc3ccc(OC)cc3)c2C(=O)OC)C1 | -7.0&9.0
COc1ccccc1CCNC(=O)CC1CCCCN1S(=O)(=O)c1ccccc1 (stereo not drawn) | 24.0
CC(C)(C)OC(=O)N1CCNC(=O)C1CC(=O)OCCOc1ccccc1 (stereo not drawn) | 2.0
Cc1ccc(=O)n(CC(=O)N2CCN(C/C=C/c3ccccc3)CC2)n1 | -9.0
COC(=O)c1nc[nH]c(=O)c1OCc1ccccc1 | -11.0
COc1ccc(C)cc1-n1ccn(CC#N)c(=O)c1=O | -17.0
O=S(=O)(c1cccc(Cl)c1)N1CCN(c2ccc(-c3noc(C4CC4)n3)cn2)CC1 | -11.0
COC(=O)c1[nH]c(C)c(C(O)=C2C(=O)C(=O)N(CCN3CCOCC3)C2c2ccccc2OC)c1C (stereo not drawn) | -5.2
CCN1C(=O)c2cc(NS(=O)(=O)c3ccc(C)c(Cl)c3)ccc2Oc2ccccc21 | -8.0
O=C(Nc1ccc2c(c1)CN(C(=O)c1ccccc1)CC2)C1CC(=O)N(c2ccc(F)cc2)C1 (stereo not drawn) | 6.0
O=C(Nc1ccccc1-c1ccc(=O)[nH]n1)c1cnccn1 | -5.0
CSc1ccccc1NC(=O)C(=O)N1CCC(Cc2ccccc2)CC1 | -43.0

(further entries)
mol | SSB-PriA inh
Cc1ccc(NC(=O)Cn2cccc(-c3nc(-c4ccc(Br)cc4)no3)c2=O)c(C)c1 | -17.0
COc1ccc(OC)c([C@@H]2C(=C(O)c3ccc(F)cc3)C(=O)C(=O)N2CCCN(C)C)c1 | -12.0
Cn1nc(C(=O)N2CCN(C(=O)c3ccco3)CC2)ccc1=O | -17.0&-13.0
Cc1nc2nc(C)c(CCC(=O)O)c(=O)n2[nH]1 | 1.0
O=C(Nc1nnc(-c2cccc([N+](=O)[O-])c2)s1)c1ccc2c(c1)OCO2 | 4.0
O=S(=O)(NCC(c1ccsc1)N1CCCCCC1)c1ccc(-c2ccccc2)cc1 (stereo not drawn) | 4.0
CCOc1cc(S(=O)(=O)N2CCCC2)ccc1F | -10.0
Cc1ccc(NC(=O)C(=O)NC[C@H](O)c2ccc3c(c2)CCO3)cc1N1CCCC1=O | -8.0
Cc1ccc(N2CC(C(=O)N3CCC(S(C)(=O)=O)CC3)CC2=O)cc1C (stereo not drawn) | -20.0
COc1cccc(NC(=O)Nc2nc(-c3ccccc3)cs2)c1 | -2.0
COCC(C)(O)CNS(=O)(=O)CC12CCC(CC1=O)C2(C)C (stereo not drawn) | -7.0
Cc1nnc(C2CCN(C(=O)c3cnc4ccccc4n3)CC2)s1 | -11.0

Grouped by structure, the entries above with a COOH group
mol | SSB-PriA inh
Cc1ccccc1NC1=CC(=NS(=O)(=O)c2ccc(C(=O)O)cc2)c2ccccc2C1=O | 17.0
Cc1cc(=O)[nH]c(SCC(=O)O)n1 | 4.0
Cc1nc2nc(C)c(CCC(=O)O)c(=O)n2[nH]1 | 1.0

(cont.)
mol | SSB-PriA inh
COC(=O)c1ccc2c(=O)n(Cc3cccc(Br)c3)c(=S)[nH]c2c1 | -4.0
CC(C)ON=C1C(=O)N(c2ccccc2)c2ccccc21 | -21.6
O=C1CC(=O)NC=N1 | -4.0
COc1cccc(C=NN2CCOCC2)c1O | -4.6
O=C(Nc1cccc2ccccc12)c1ccc(-n2cnnn2)cc1 | -3.0
COc1cccc(-c2csc(SCc3ccc(C(=O)O)o3)n2)c1 | -5.0
Cc1cc(C(F)(F)F)nc(CCNC(=O)Nc2ccc3c(c2)OCO3)n1 | 44.0*
Brc1ccc(-c2cn3nc(-c4ccc(Br)cc4)n4c3c2CCCC4)cc1 | -1.0
Cc1ccc(C(N)=NOC(=O)CCC2CCCCC2)cc1 | -59.6
COc1ccc(CCNC(=O)CC(C)=NNC(=O)c2ccc(Cl)cc2Cl)cc1OC | 2.1
O=C(C1CC=CCC1)N(Cc1ccsc1)Cc1ccco1 (stereo not drawn) | -4.0
O=C(C1CCCO1)N1CCc2ccc(NS(=O)(=O)c3ccc(F)cc3)cc21 (stereo not drawn) | -9.0
O=c1n(CCNS(=O)(=O)C2CC2)nc(-c2ccco2)n1C1CC1 | -6.0
C/C(C=NNC(=O)c1cc(-c2ccc(Cl)cc2)nc2ccccc12)=C\c1ccco1 | -7.2
CN(C)[C@@H](CNC(=O)C(=O)Nc1ccc(OC(F)(F)F)cc1)c1cccn1C | -2.0
O=C(N(CCc1cccs1)C1CC1)C1(c2ccccc2)CCOCC1 | -6.0
CC(C)C(=O)Nc1ccc(SCC(=O)NCc2ccc(F)cc2)nn1 | -23.0
COc1cc(Br)cc2cc(C(=O)NCc3ccco3)c(=O)oc12 | -3.0
CS(=O)(=O)N1CCc2nc(NC(=O)c3cc(-c4ccc(F)cc4)n[nH]3)sc2C1 | -7.0
COc1ccc(Cl)cc1NC(=O)C(=O)NCC1CCN(Cc2cccs2)CC1 | -10.0
COc1ccccc1-c1cc(C(=O)N2CCC(n3c(=O)[nH]c4ccccc4c3=O)CC2)[nH]n1 | -13.0
COC(=O)c1ccc(COc2ccc(C=NN3CCN(C)CC3)cc2)cc1 | -8.1
Clc1ccc(Cn2cc3c(-c4ccccc4)nnc-3c3ccccc32)cc1 | -6.0
CCc1ccc(/C=C/C(=O)N2CCc3cc(S(=O)(=O)N(C)C)ccc32)cc1 | -5.0
Cc1ccc(Cl)c2sc(N3CCN(C(=O)C(c4ccccc4)c4ccccc4)CC3)nc12 | -10.0
O=C(C1=C(O)C(=O)N(Cc2cccnc2)C1c1cccc(Br)c1)c1cccs1 (stereo not drawn) | -4.0
CCOC(=O)C=C(C)Nc1cc(C)nn1-c1ccccc1 | -7.9
O=C(CCCS(=O)(=O)c1ccc(Cl)cc1)N1CCN(c2nc3c(Cl)cccc3s2)CC1 | -1.0
CSc1ccc(NC(=O)c2cc(C)no2)cc1 | -22.0&-11.0
N#Cc1nccnc1OC1CCC(NC(=O)NCc2cccs2)CC1 (stereo not drawn) | -11.0
O=C(Nc1nnc(C2CCCO2)o1)c1cc2ccccc2oc1=O (stereo not drawn) | 4.0
COc1cccc(CNC(=O)c2cc(-c3ccccc3)nc3c2c(C)nn3C2CCS(=O)(=O)C2)c1 (stereo not drawn) | -8.0
COc1ccc(N2CC(NC(=O)Nc3cc(C)on3)CC2=O)cc1 (stereo not drawn) | -4.0&1.0
Cc1cc(F)ccc1-n1nnc(C(=O)OCc2nc(-c3ccc(Cl)cc3)oc2C)c1C | -2.0
COc1ccc(CCNC(=O)CSc2cc(N3CCSCC3)ncn2)cc1OC | -14.0
CCS(=O)(=O)NCCS(=O)(=O)N1CCN(c2ccccc2OC)CC1 | -2.0
Cn1cccc1C(CNC(=O)C(=O)NC1CCCC1)N1CCCC1 (stereo not drawn) | -5.0
CCS(=O)(=O)c1cccc(C(=O)Nc2nc3ccccc3s2)c1 | 2.0
Cc1ccccc1OCC(=O)NCC1(Sc2ccccc2)CCOCC1 | -10.0
O=[N+]([O-])c1ccccc1C=Nn1c(-c2ccccc2)n[nH]c1=S | -9.8
Cc1ccc(C(=O)ON=Cc2c(N3CCOCC3)n(C)c3ccccc23)cc1 | -3.6
COc1ccc(CCC(=O)NCCc2cn3ccc(C)cc3n2)cc1 | 6.0
Cc1cc2ncc3c(n2n1)CCN(C(=O)c1ccoc1)C3 | -2.0
CC(=NNC(=O)c1ccc(O)cc1)c1ccc2c(c1)Nc1ccccc1S2 | 27.5
O=C(CSC1CCCC1)N[C@H]1CCN(c2ccc(C(F)(F)F)cn2)C1 | -2.0
CCN(CC)c1cc(C)nc(Nc2ccc(NC(=O)Nc3ccc(OC)cc3)cc2)n1 | -6.0
Cc1nnc2ccc(-c3cccc(NS(=O)(=O)c4cccc(F)c4)c3)nn12 | -9.0
C=CCOc1ccccc1C=c1sc2nc(-c3oc4ccccc4c3C)nn2c1=O | -11.4
Cn1c(=O)c2cc(NC(=O)c3ccc(F)cc3)c(=O)oc2n(C)c1=O | 3.0
O=C(Cc1csc(Nc2ccccc2)n1)Nc1nccs1 | -7.0&4.0
COc1ccc(Cl)c2sc(N(CC3CCCO3)C(C)=O)nc12 (stereo not drawn) | -13.0
COc1ccc(N2CCN(c3ncnc4c3cnn4CCNC(=O)c3snnc3C)CC2)cc1 | -11.0
CCOC(=O)c1ccc(NC(=O)Cn2ncc3c(c2=O)N(C)C(=O)CS3)cc1 | -15.0
CC(C)(C)NC(=O)CN1CCC(c2cccs2)CC1 | -4.0
O=C(Nc1nc2c(F)cccc2s1)c1ccc(-c2ccccc2)cc1 | -5.0
CC1(C)C2CCC1(C)C(OCC(O)CN1CCN(c3ccc(F)cc3)CC1)C2 (stereo not drawn) | 24.0
COc1cccc2cc(C(=O)Nc3cc(C)cc(C)c3)c(=NNS(=O)(=O)c3ccccc3)oc12 | -14.9
O=C(NCc1cncc(-c2cccs2)c1)c1ccc(-n2cccc2)cc1 | 4.0
Cn1nc(CCC(=O)Nc2ccccc2Br)ccc1=O | -10.0

Screening data deposited in PubChem by Small Molecule Screening Facility, UW Madison.
